High-throughput results deposited in PubChem by National Center for Advancing Translational Sciences (NCATS).
IMPase Li inh: membrane-permeable IMPase blocker, potentiated with lithium; CHO-M1 cells, IP1 TR-FRET (IP-One), carbachol + lithium; Potency, µM (highest dose often 59.4 µM), without a hit: top-dose activity, negative = IMPase inhibition, most hits filed as inhibitors; 0.35% of 210,000 active; AID 1457;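 further: IP1 builds up when IMPase is blocked and the TR-FRET signal falls; potency means the concentration at half of the fitted maximal effect; plate controls were basal vehicle for no effect and high inhibitor control for full effect; nearly all actives have a fitted effect of over 50% in size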
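CHO cells stably expressing M1 receptor (2000/well, cultured 16–30 h) treated 30 min at 37C with compound plus low lithium. Cytosolic IP1 by TR-FRET (665/620 ratio and 620 channel) after 10 min lysis; AC50 by Hill fit.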
Epigenetic derep: regulators of epigenetic silencing causing reporter derepression in mouse cells; murine LDR cells, GFP reporter derepression, 30 h; Potency, µM (series often up to 53.9 µM), without a hit: top-dose GFP activation, usual class: activators; 0.2% of 280,000 active; further: potency means the concentration at half of the fitted maximal effect; % of control where 0% means no effect; nearly all actives have a fitted effect of over 60% in size
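In this reporter-derepression format, murine cells bearing a silenced integrated CMV-GFP locus incubate with test compound (30 h, 37 C), then are washed and imaged; fluorescent objects of 20–120 um count as induced cells.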
HttQ103 aggreg: mutant huntingtin aggregation inhibition; PC12 HttQ103-GFP aggregates, Acumen cytometry, 40 h; Potency, µM (doses to about 46.1 µM), for inactives: top-dose activity change, negative = inhibition, hits mostly inhibitors; 1.1% of 220,000 active; further: potency means the concentration at half of the fitted maximal effect; on the % scale 0 is the no-effect control and ±100 the full control effect; nearly all actives have a fitted effect of over 60% in size
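Aggregates are detected as GFP objects 1–25 µm with signal 6 STDEV over background in lysates of induced PC12 cells. These carry Huntingtin exon 1 with 103 glutamines fused to GFP under an ecdysone promoter; compounds titrated.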
L3MBTL1 inh: blocks human L3MBTL1. AID 485360. Q9Y468. AlphaScreen L3MBTL1–H3K9me1 peptide binding. 0.66% of 230,000 active. Potency, µM (doses to about 57.1 µM), for the others: top-dose activity, negative = inhibition, hits mostly inhibitors; further: potency means the concentration at half of the fitted maximal effect; on the % scale 0 is the no-effect control and ±100 the full control effect; nearly all actives have a fitted effect of over 60% in size
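L3MBTL1 50 nM + b-AHA-H3(1-15)K9me1 75 nM, 30 min RT; compound added, 30 min RT; streptavidin donor/Ni-chelate acceptor beads 10 ug/mL each final, 30 min RT dark; AlphaScreen read.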
Luc counter: Kinase-Glo luciferase inhibition (counter-screen). Q27757. Potency, µM (highest dose often 38.3 µM), for the others: top-dose activity change, negative = inhibition, usual class: inhibitors. 0.28% of 200,000 active. Kinase-Glo luciferase, ATP luminescence, 8 min. AID 1379; further: potency means the concentration at half of the fitted maximal effect; on the % scale 0 is the no-effect control and ±100 the full control effect; nearly all actives have a fitted effect of over 60% in size
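Compounds were added to a substrate mix at pH 7.2 (50 mM imidazole, 10 uM ATP, within the enzyme's linear range), followed by Kinase-Glo detection reagent; luminescence was measured after 8 minutes at ambient temperature.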
NPSR antagonist: neuropeptide S receptor (human) antagonism, cAMP | Q6W5P4 | CHO-NPSR cells, cAMP TR-FRET, antagonist mode | Potency, µM (top dose mostly 38.3 µM), without a hit: at the highest dose activity change, negative = inhibition, most hits filed as inhibitors | 1% of 220,000 active; further: potency means the concentration at half of the fitted maximal effect; on the % scale 0 is the no-effect control and ±100 the full control effect; nearly all actives have a fitted effect of over 50% in size; many of its hits are not listed in these tables
Target sequence (Q6W5P4 whole entry, looked up): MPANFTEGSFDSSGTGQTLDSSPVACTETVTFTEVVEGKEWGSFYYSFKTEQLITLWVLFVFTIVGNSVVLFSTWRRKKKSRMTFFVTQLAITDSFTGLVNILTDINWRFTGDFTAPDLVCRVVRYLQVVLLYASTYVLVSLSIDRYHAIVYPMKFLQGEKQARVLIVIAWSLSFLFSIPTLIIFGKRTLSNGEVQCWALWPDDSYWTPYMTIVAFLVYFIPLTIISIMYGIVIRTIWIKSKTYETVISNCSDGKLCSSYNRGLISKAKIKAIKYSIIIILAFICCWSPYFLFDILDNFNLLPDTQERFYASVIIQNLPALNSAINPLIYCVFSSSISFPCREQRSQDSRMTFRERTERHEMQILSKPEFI
CBFb RUNX1 block: blocks binding between human CBF-beta and RUNX1; AlphaScreen CBFb-His/RUNX1-biotin binding, biochemical; AID 1477; 230,000 tested, under 10 active; Potency, µM (titrated, usually from 59.8 µM), inactives show at the highest dose activity, negative = inhibition, actives largely listed as inhibitors; Q01196+Q13951; further: % of control where 0% means no effect
Target sequence (Q01196 whole entry, looked up): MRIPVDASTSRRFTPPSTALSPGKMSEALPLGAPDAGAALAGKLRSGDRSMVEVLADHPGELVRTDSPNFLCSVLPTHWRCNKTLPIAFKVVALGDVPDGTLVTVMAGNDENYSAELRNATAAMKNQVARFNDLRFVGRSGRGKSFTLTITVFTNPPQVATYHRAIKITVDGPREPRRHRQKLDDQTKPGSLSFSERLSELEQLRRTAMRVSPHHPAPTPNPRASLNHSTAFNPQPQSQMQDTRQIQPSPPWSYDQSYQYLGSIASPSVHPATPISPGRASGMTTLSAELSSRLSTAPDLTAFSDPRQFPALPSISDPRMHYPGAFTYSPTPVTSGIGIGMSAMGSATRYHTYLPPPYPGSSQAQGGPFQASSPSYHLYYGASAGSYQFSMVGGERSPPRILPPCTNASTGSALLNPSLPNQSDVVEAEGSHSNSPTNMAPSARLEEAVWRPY
Target sequence (Q13951 whole entry, looked up): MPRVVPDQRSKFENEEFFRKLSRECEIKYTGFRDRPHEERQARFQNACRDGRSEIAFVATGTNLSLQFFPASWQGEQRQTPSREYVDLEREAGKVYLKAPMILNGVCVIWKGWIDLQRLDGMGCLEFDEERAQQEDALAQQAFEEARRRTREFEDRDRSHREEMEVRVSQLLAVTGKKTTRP
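Compounds were screened at multiple concentrations against a preformed CBF-beta(His)/RUNX1(biotin) complex (30 nM of each) for 15 min at room temperature, followed by 90 min with nickel and streptavidin beads and AlphaScreen reading.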
* = called active by the depositor; ? = inconclusive; / = no result given; [ ] = remark or other dose. The call rests on the fitted dose curve; in most records, active means well fitted curve in the direction sought with a large enough effect; inconclusive means small, poorly fitted or top-dose-only effect, or another doubt; inactive means no such curve, though single readings can be large; an effect the other way counts as inactive or inconclusive.

Structure,IMPase Li inh,Epigenetic derep,HttQ103 aggreg,L3MBTL1 inh,Luc counter,NPSR antagonist,CBFb RUNX1 block
Cn1cc(C(=O)NC2CCCCCC2)c(=O)c2cc(S(=O)(=O)N3CCCC3)ccc21,-9%,1.0%,1%,6%,-2%,-26%,2%
CCOC(=O)N1CCN(Cc2nc(N)nc(Nc3ccc(C)cc3)n2)CC1,18%[38.3 µM],0.0%,7%,/,-3%,-15%[46.1 µM],-12%
CS(=O)(=O)N(CCc1ccccc1)CC(=O)NCc1ccccc1,1%,-1.9%,-3%,-4%,-2%,6%,19%
Cc1cc(C)c(C)c(S(=O)(=O)NC2CCN(Cc3ccccc3)CC2)c1C,7%,-1.5%,-11%[9.22 µM],-14%,-2%,-20%,3%
C#CCCCC(=O)Nc1ccccc1,-10%,0.2%,/,/,-2%,/,3%
COCC(C)N=CC1=C(O)CC(C)(C)CC1=O (stereo unspecified),-3%[38.3 µM],-4.2%,9%,6%,-7%,-19%[46.1 µM],4%
O=S(=O)(c1cccc2cccnc12)N1CCN(Cc2ccc3c(c2)OCO3)CC1,-5%[38.3 µM],0.2%,-12%,-5%,15%,-13%[46.1 µM],2%
CCOc1ccc(/C=N/NC(=O)c2nnn(-c3nonc3N)c2COc2ccc(F)cc2)cc1,/,-1.8%,-27%[9.22 µM],/,/,-34%,9%

(cont.)
Structure,IMPase Li inh,Epigenetic derep,HttQ103 aggreg,L3MBTL1 inh,Luc counter,NPSR antagonist,CBFb RUNX1 block
Cc1ccc(NC(=S)NNC(=O)CSc2nc3ccccc3c(=O)n2-c2ccc(C)cc2)cc1,8%,-3.2%,-8%,-2%,1%,-1%,?
CCc1ccc(N2CC(C(=O)Nc3cc(C)on3)CC2=O)cc1 (stereo unspecified),10%,0.1%,-9%[9.22 µM],1%,-1%,2%,7%
O=C(NCc1ccco1)c1cccc(C(F)(F)F)c1,0%,4.8%,20%,-7%,1%,14%,-6%
COc1ccc(-c2csc(NC(=O)c3ccccc3S(C)(=O)=O)n2)cc1,6%,-2.2%,14%,-11%,-1%,-51%,-2%
COc1ccc(S(=O)(=O)N(C)C)cc1NC(C)C(=O)Nc1cccc(C#N)c1 (stereo unspecified),0%,-4.5%,11%,2%,-2%,-1%,2%
CN(C)c1cccc2c1C(=O)c1ccccc1C2=O,15%,-2.0%,-24%,25µM*,-8%,-20%,/
O=C(N1CCNCC1)N1CCOCC1,29%[38.3 µM],-0.3%,-3%[9.22 µM],/,2%,2%[46.1 µM],-5%
CN(CC(=O)N1CCCC1)S(=O)(=O)c1cc(Cl)ccc1Cl,17%,0.0%,-9%,-13%,-2%,17%[46.1 µM],-3%

The results go on.
Structure,IMPase Li inh,Epigenetic derep,HttQ103 aggreg,L3MBTL1 inh,Luc counter,NPSR antagonist,CBFb RUNX1 block
CCOc1ccc(/C(O)=C2/C(=O)C(=O)N(CCCn3ccnc3)C2c2cccs2)cc1Cl (stereo unspecified),?,-1.2%,19%,-14%,-3%,10%[46.1 µM],0%
O=C(Nc1nnc(C2CCCCC2)s1)c1cccs1,23%[38.3 µM],0.0%,-13%,7%,0%,-19%[46.1 µM],-1%
CCc1cc(OCCOCCN(C)C)ccc1Cl,2%,-0.6%,-19%,10%,-1%,10%,-1%
COc1ccc(C(CC(=O)c2ccc(O)cc2)S(=O)(=O)c2ccc(C)cc2)cc1 (stereo unspecified),10%[38.3 µM],0.0%,?,-1%,-7%,-29%[46.1 µM],2%
COCCCNCCCCOc1ccc(Br)cc1C,5%,1.1%,8%,11%,0%,9%,2%
CCOC(=O)Cc1c(C)nc(-c2ccccc2)[nH]c1=O,-4%[38.3 µM],-0.3%,-3%,5%,-2%,1%[46.1 µM],4%
CC(C)CC(NC(=O)C(CC(C)C)NC(=O)OC(C)(C)C)C(N)=O (stereo unspecified),1%,2.3%,-5%,3%,-3%,-9%[46.1 µM],10%
Cc1nn(-c2ccccc2)c(C)c1C(=O)OCC(=O)N1CCN(S(=O)(=O)c2ccccc2)CC1,3%[38.3 µM],-4.5%,-2%,2%,-3%,-9%[46.1 µM],2%

Records listed above that bear a hit mark in L3MBTL1 inh.
Structure | IMPase Li inh | Epigenetic derep | HttQ103 aggreg | L3MBTL1 inh | NPSR antagonist | CBFb RUNX1 block
CN(C)c1cccc2c1C(=O)c1ccccc1C2=O | 15% | -2.0% | -24% | 25µM* | -20% | /

Going on with the list.
Structure,IMPase Li inh,Epigenetic derep,HttQ103 aggreg,L3MBTL1 inh,Luc counter,NPSR antagonist,CBFb RUNX1 block
Cc1nnc(NC(=O)Cn2cnc3c2c(=O)n(C)c(=O)n3C)s1,-2%,2.0%,2%,7%,2%,14%[46.1 µM],8%
Oc1ccccc1C1=NCCNC(C(F)(F)F)=C1,-2%,-3.5%,-8%[9.22 µM],-3%,2%,8%,3%
COc1ccc(OC)c(C2=NNC(=NCc3ccc4c(c3)OCO4)SC2)c1,13%,-1.1%,21%,-13%,3%,-10%,?
O=C(NC1(C(F)(F)F)N=C(c2ccccc2)NC1=O)c1ccc(Cl)cc1Cl (stereo unspecified),-1%[38.3 µM],-2.6%,2%,0%,-3%,-7%[46.1 µM],6%
Cc1noc(C)c1C(=O)OCC(=O)c1cc(C)n(Cc2ccccc2Cl)c1C,31%[activator][38.3 µM],-1.0%,?,/,-10%,?,0%
CCC(=O)c1c[nH]c(C(=O)NCC2CCCO2)c1 (stereo unspecified),-6%,-0.9%,-17%,-3%,6%,-2%[46.1 µM],9%
COc1ccc(N(C)S(=O)(=O)c2cccc(C(=O)OC(C(=O)Nc3cc(C)cc(C)c3)c3ccccc3)c2)cc1 (stereo unspecified),9%,0.0%,15%,-2%,2%,-15%,4%
Cc1ccc(S(=O)(=O)N2CCCC(C(=O)NCCCN3CCCCC3C)C2)cc1 (stereo unspecified),0%[38.3 µM],-2.3%,-2%,8%,0%,0%[46.1 µM],3%

The listing continues.
Structure,IMPase Li inh,Epigenetic derep,HttQ103 aggreg,L3MBTL1 inh,Luc counter,NPSR antagonist,CBFb RUNX1 block
CCOCCCNC(=S)N1CCC(NC(=O)C2CCCCC2)CC1,-16%,-0.6%,14%,/,5%,4%,5%
CC(C)CCNC(=O)CN(Cc1cccs1)C(=O)CCC(=O)Nc1nccs1,15%[38.3 µM],1.4%,-10%,8%,5%,-17%[46.1 µM],6%
Cc1nnc(NC(=O)CSc2cn(Cc3ccccc3)c3ccccc23)s1,-13%[38.3 µM],2.5%,6%,/,-1%,?,-4%
CC1=NN(c2ccc(C)c(C)c2)C(=O)/C1=C\C=C\c1ccc([N+](=O)[O-])o1,35%[activator],3.4%,-4%,?,-8%,?,?
CCOC(=O)c1cc2cc(OC)ccc2[nH]1,-6%[38.3 µM],-1.0%,?,46%[activator],-3%,-5%[46.1 µM],11%
O=C(CSc1nnc(-c2cccnc2)o1)NNC(=O)c1ccc(Br)cc1,/,-1.0%,-9%[9.22 µM],/,/,6%,5%
CSc1cccc(NC(=O)CSc2ccccc2)c1,4%[38.3 µM],0.0%,15%,/,8%,-5%[46.1 µM],13%
CCC(C)NC(=S)N1CCN(Cc2ccc3c(c2)OCO3)CC1 (stereo unspecified),13%,-4.9%,-2%[9.22 µM],-2%,3%,4%,2%

(list continues)
Structure,IMPase Li inh,Epigenetic derep,HttQ103 aggreg,L3MBTL1 inh,Luc counter,NPSR antagonist,CBFb RUNX1 block
CCOc1ccc(OCCSc2nc3ccccc3o2)cc1,37%[38.3 µM],1.7%,-3%,/,-5%,-22%[46.1 µM],?
CCCCN(CCCNC(=O)C1CCCN(S(=O)(=O)CC)C1)Cc1ccccc1 (stereo unspecified),7%[38.3 µM],1.5%,-3%,0%,-3%,3%[46.1 µM],6%
O=C1COc2ccc(C(=O)NC3CC3)cc2N1,1%,0.1%,-12%,/,3%,21%,2%
Cc1ccc(OCC(=O)N(Cc2ccc(N(C)C)cc2)C2CCS(=O)(=O)C2)cc1 (stereo unspecified),8%[38.3 µM],0.0%,14%,-13%,1%,2%[46.1 µM],-12%
CC1=CC(C)(C)n2c(O)c(N=NC(N)=S)c3cc(C)cc1c32,-9%,1.5%,29%,2%,-1%,33%,-7%
Nn1c(Cc2cccc3ccccc23)nnc1SCc1c(Cl)cccc1Cl,16%,0.0%,0%,-2%,-3%,-20%,30%
COc1cc(-c2nnn(CC(=O)NC3CCS(=O)(=O)C3)n2)ccc1OCc1ccccc1 (stereo unspecified),-12%[38.3 µM],-0.7%,9%,-6%,0%,19%[46.1 µM],8%
CC1(O)C(=O)c2ccccc2N(c2ccccc2)C1=O (stereo unspecified),-10%,0.0%,11%,0%,-1%,-4%[46.1 µM],-2%

Copied from the list.
Cc1ccc(OCC(=O)N(Cc2ccc(N(C)C)cc2)C2CCS(=O)(=O)C2)cc1 (stereo unspecified) @ IMPase Li inh = 8%[38.3 µM]
Cn1cc(C(=O)NC2CCCCCC2)c(=O)c2cc(S(=O)(=O)N3CCCC3)ccc21 @ IMPase Li inh = -9%

Compounds from the list above with an aryl methoxy group:
Structure,IMPase Li inh,Epigenetic derep,HttQ103 aggreg,L3MBTL1 inh,Luc counter,NPSR antagonist,CBFb RUNX1 block
COc1ccc(-c2csc(NC(=O)c3ccccc3S(C)(=O)=O)n2)cc1,6%,-2.2%,14%,-11%,-1%,-51%,-2%
COc1ccc(S(=O)(=O)N(C)C)cc1NC(C)C(=O)Nc1cccc(C#N)c1 (stereo unspecified),0%,-4.5%,11%,2%,-2%,-1%,2%
COc1ccc(C(CC(=O)c2ccc(O)cc2)S(=O)(=O)c2ccc(C)cc2)cc1 (stereo unspecified),10%[38.3 µM],0.0%,?,-1%,-7%,-29%[46.1 µM],2%
COc1ccc(OC)c(C2=NNC(=NCc3ccc4c(c3)OCO4)SC2)c1,13%,-1.1%,21%,-13%,3%,-10%,?
COc1ccc(N(C)S(=O)(=O)c2cccc(C(=O)OC(C(=O)Nc3cc(C)cc(C)c3)c3ccccc3)c2)cc1 (stereo unspecified),9%,0.0%,15%,-2%,2%,-15%,4%
CCOC(=O)c1cc2cc(OC)ccc2[nH]1,-6%[38.3 µM],-1.0%,?,46%[activator],-3%,-5%[46.1 µM],11%
COc1cc(-c2nnn(CC(=O)NC3CCS(=O)(=O)C3)n2)ccc1OCc1ccccc1 (stereo unspecified),-12%[38.3 µM],-0.7%,9%,-6%,0%,19%[46.1 µM],8%

An excerpt; rates above refer to the full screens.
